S3 lipid droplet: qHTS Assay for Lipid Storage Modulators in Drosophila S3 Cells; Drosophila S3 cells, BODIPY lipid droplet fluorescence, 18-24 h; cells fed with added oleic acid; lipid storage change, negative = inhibition, % at the top dose, mostly 46.1 µM; hits show Potency in µM; 0.64% of 320,000 active; active = well fitted inhibition curve with a large enough effect in the signal ratio, with a control signal flat, not every such curve was filed as active; inconclusive = small, poorly fitted or top-dose-only effect, or effect the other way, or a change in a side signal; the % refers to the signal ratio
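Drosophila S3 cells loaded with oleic acid (400 uM, as added) and compounds at several concentrations; lipid droplets imaged by 488-nm laser-scanning cytometry, 500–530 nm intensity and object ratio to cell channel. Percent activity normalized to 20 uM Triacsin C.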
S3 lipid droplet cell count max: second read-out of S3 lipid droplet, no call of its own (marks repeat the call); cell number change, %; measured here: cell count max response;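 cells counted by Cell Tracker Red CMTPX staining in the red channel; peak over a dose series mostly up to 46.1 µM; percent activity relative to internal control wells on each plate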
* hit, by the source's call; i = inactive; ? = inconclusive; . = not tested or not shown; [ ] = dose if it differs, or a comment. % is scaled to controls: 0 for no effect and ±100 for the full control effect; potency is read from the fitted curve at half-maximal effect. These rows are one share of the data. The share of hits here may be higher or lower than overall.

structure | S3 lipid droplet | S3 lipid droplet cell count max
Cc1ccc(S(=O)(=O)Nc2cc(C(=O)Nc3cc(C)cc(C)c3)ccc2Cl)cc1 | ? | .
CC(NC(=O)CSc1nnc(COc2ccccc2)o1)c1ccccc1 (centres undefined) | 8% | -15
CSc1ccc(S(=O)(=O)Nc2ccc3c(c2)NC(=O)CC3)cc1 | ? | .
Cc1ccc(S(=O)(=O)Nc2ccccc2F)cc1C(=O)NNC(=O)c1ccccc1O | ? | .
O=c1c2c(-c3ccccc3)ccnc2[nH]n1-c1ccccc1 | i | -8
CCOc1ccc(S(=O)(=O)NCCC(=O)N2CCN(c3ccc(OC)cc3)CC2)cc1 | -3%[9.22 µM] | 3
O=c1[nH]c(=S)[nH]c2sccc12 | ? | .
Fc1ccc(Oc2nc(-c3ccccc3)nnc2C(F)(F)F)cc1 | ? | .
COCCn1c(Cc2ccccc2)nnc1SCc1ccc([N+](=O)[O-])cc1 | -1% | -1
C1=Cc2ccccc2Nc2ccccc21 | ? | .
CN(Cc1c(C(=O)N(C)Cc2ccccc2)nc2ccccn12)CC1Cc2ccccc2O1 (centres undefined) | 4% | 4
CCn1c(=O)cc(OCC(=O)NCc2cccnc2)c2ccccc21 | 8% | -3

More results:
structure | S3 lipid droplet | S3 lipid droplet cell count max
COc1ccc(CCN2C(=O)C(C)=C(C)C2=O)cc1OC | i | 1
CCOc1ccc(N(C)S(=O)(=O)c2csc(C(N)=O)c2)cc1 | -27% | .
Cn1c(=O)cc(OCCCC(=O)NCc2ccc(F)cc2Cl)c2ccccc21 | 6% | -2
COc1ccc(OC)c(NC(=O)CC2SC(=N)N(c3ccccc3)C2=O)c1 (centres undefined) | 0% | -5
NC/C(=N\O)c1ccc(Cl)cc1Cl | 20% | 1
CC(C)n1ncc2c(C(=O)Nc3cccc(S(=O)(=O)N(C)C)c3)cc(C3CC3)nc21 | ? | .
Cc1cc(C)n(-c2ccc(S(=O)(=O)N3CCCC3)cc2[N+](=O)[O-])n1 | ? | .
COc1ccc(CN(C)CC(=O)NCC(=O)Nc2c(C)cccc2C)cc1 | 18% | 21
CCn1c(SCC(=O)N2CCN(S(=O)(=O)c3ccccc3)CC2)nnc1-c1cccs1 | i | 9
COc1ccccc1NC(=O)CCc1c(C)[nH]c(=O)c(C#N)c1C | -21% | 16
COc1c(O)c(=O)n2c3ccccc3c3ccnc1c32 | 26% | .
O=C(OCCC1Oc2cccnc2NC1=O)c1ccc([N+](=O)[O-])cc1 (centres undefined) | ? | .

More structures follow.
structure | S3 lipid droplet | S3 lipid droplet cell count max
O=C(/C=C\c1ccco1)c1ccc(NC(=O)c2ccco2)cc1 | ? | .
CC(=O)Nc1ccc(S(=O)(=O)N2CCC(N(C)CCC(C)C)CC2)cc1 | -9% | 10
O=S(=O)(Nc1nc2ccccc2nc1N1CCc2ccccc2C1)c1ccc(Br)cc1 | ? | .
Cc1ccsc1C1Nc2ccc3ncccc3c2C2=C1C(=O)CC(C)(C)C2 (centres undefined) | ? | .
C#C[C@]1(O)CC[C@H]2[C@@H]3CCC4=C(CCC(=O)C4)[C@H]3CC[C@@]21C | -9% | -23
Cc1nn(-c2ccc(Cl)cc2)c2sc(C(=O)N3CCN(c4ccccn4)CC3)cc12 | i | .
CCn1ncc([N+](=O)[O-])c1C(=O)Nc1ccc(C(=O)N2CCCCC2)cc1 | 8% | 13
COc1ccccc1NC(=O)CCc1nnc2ccc(NCc3ccco3)nn12 | i | -26
Cc1nc(CS(=O)(=O)c2ccc(Cl)cc2)cc(Sc2ccccc2Cl)n1 | ? | .
CN1C(=O)c2cccc3c(S(N)(=O)=O)ccc1c23 | 5% | 19
CCOC(=O)C1CCN(C(=O)COc2ccc(S(=O)(=O)N3CCOCC3)cc2)CC1 | ? | .
O=c1cc(N2CCCCC2)c(-c2ccccc2)nn1Cc1ccc(Cl)cc1 | ? | .

The list goes on:
structure | S3 lipid droplet | S3 lipid droplet cell count max
CCCCC(=O)c1ccc(O)cc1 | ? | .
CC(C)NC(=O)CCCn1c(=S)[nH]c2cc3c(cc2c1=O)OCO3 | 14% | 0
COc1ccc(C(=O)Nc2ccc(N3CCC(C)CC3)cc2)cc1Br | ? | .
CCOC(=O)c1csc(NC(=O)c2ccc(N3C(=O)CCC3=O)cc2)n1 | -17% | -3
O=C(Nc1ccc2[nH]ncc2c1)c1ccccc1Br | i | -5
C/C(=N\N=C(N)N)c1cccc(Cl)c1 | ? | .
CC(C)Cn1cc(C(=O)N2CCC(C)CC2)c2c3ccccc3n(C)c2c1=O | 0% | -10
O=C(Nn1cnnc1)c1cc2c(s1)CCCC2 | ? | .
Cn1c(=O)n(C)c2cc(NS(=O)(=O)c3ccc(Br)s3)ccc21 | 6% | 3
COC(=O)C1=NN(C(=O)c2ccccc2)C(O)(c2ccc([N+](=O)[O-])cc2)C1 (centres undefined) | -6% | 12
COc1ccc(NC(=O)Cn2c([N+](=O)[O-])cnc2C)cc1Cl | ? | .
COc1ccc(S(=O)(=O)NC(C)C(=O)Nc2ccccc2C(F)(F)F)cc1 (centres undefined) | ? | .

Remaining list, next part
structure | S3 lipid droplet | S3 lipid droplet cell count max
CCOC(=O)CN1C(=O)C(O)(C2CCc3ccccc3C2=O)c2ccccc21 (centres undefined) | 2% | -1
CCOC(=O)CC(=O)CSc1nc(-c2ccccc2)cc(-c2ccc(Cl)cc2)c1C#N | -12% | -11
CN(C)S(=O)(=O)c1ccc(C(=O)NCC(=O)N/N=C/c2ccco2)cc1 | 1% | -2
Cc1cc(C(=O)Nc2ccc(N3CCCC3)c(Cl)c2)ccc1[N+](=O)[O-] | ? | .
O=C(N/N=C/c1ccc(N2CCOCC2)cc1)c1ccc(O)cc1 | 7% | 21
COc1cccc(C(=O)OCC(=O)c2ccc(Br)s2)c1 | i | -5
CC1CN(c2ncnc3c2oc2ccccc23)CC(C)O1 (centres undefined) | ? | .
CCOC(=O)c1cnc2c(cnn2C)c1NCCCN(C)C | 11% | 17
CN(CC1CCCN(CCc2ccc(F)cc2)C1)C(=O)CCC(N)=O (centres undefined) | ? | .
COc1ccccc1N1CCN(S(=O)(=O)c2c[nH]c(=O)[nH]c2=O)CC1 | ? | .
O=c1c(OC2OC(CO)C(O)C(O)C2O)c(-c2ccc(O)c(O)c2)oc2cc(O)cc(O)c12 (centres undefined) | 9% | -13
O=C(CSc1nnnn1-c1ccccc1)Nc1ccc(N2CCOCC2)c(Cl)c1 | ? | .

Record cards, as listed above. Values in the order: S3 lipid droplet, S3 lipid droplet cell count max
COc1cccc(C(=O)OCC(=O)c2ccc(Br)s2)c1 is listed as i, -5
O=C(CSc1nnnn1-c1ccccc1)Nc1ccc(N2CCOCC2)c(Cl)c1 is listed as ?, .
CC1CN(c2ncnc3c2oc2ccccc23)CC(C)O1 (centres undefined) is listed as ?, .
CCOC(=O)CC(=O)CSc1nc(-c2ccccc2)cc(-c2ccc(Cl)cc2)c1C#N is listed as -12%, -11
CCOC(=O)CN1C(=O)C(O)(C2CCc3ccccc3C2=O)c2ccccc21 (centres undefined) is listed as 2%, -1

An excerpt from above in order of their number in S3 lipid droplet cell count max, high to low:
compound | S3 lipid droplet cell count max
NC/C(=N\O)c1ccc(Cl)cc1Cl | 1
CN(C)S(=O)(=O)c1ccc(C(=O)NCC(=O)N/N=C/c2ccco2)cc1 | -2
CCOC(=O)CC(=O)CSc1nc(-c2ccccc2)cc(-c2ccc(Cl)cc2)c1C#N | -11

Additional structures.
structure | S3 lipid droplet | S3 lipid droplet cell count max
CCN(CC)c1ccc(/C=N/NS(=O)(=O)c2ccc(CNC(C)=O)cc2)cc1 | ? | .
CC(C)(C)c1ccc(NC(=O)C2CCCN(c3cnccn3)C2)cc1 (centres undefined) | -5% | -2
CCN(C(=O)C(C)OC(=O)CCCNC(=O)c1ccc(Cl)cc1)c1ccccc1 (centres undefined) | i | -17
CC(=O)c1cccc(NC(=O)NC2CCCCC2)c1 | ? | .
CCN(CC(=O)Nc1c(F)cccc1F)C(=O)C1CCN(S(=O)(=O)c2ccc(F)cc2)CC1 | ? | .
O=C(O)C1=C[C@H](c2ccc(Br)cc2)C[C@H](OCCCCO)O1 | 18% | -5
CCOC(=O)C1CCN(C(=O)CN2C(=O)NC3(CCCCC3)C2=O)CC1 | ? | .
COc1ccc(NC(=O)N2CCCC(CCC(=O)N(C)CCc3ccccn3)C2)cc1 (centres undefined) | 4% | -5
O=C(COC(=O)/C=C/c1ccc(C(F)(F)F)cc1)NC1CCS(=O)(=O)C1 (centres undefined) | -8% | 13
CCCN1CCc2c(sc(NC(=O)c3ccc(S(=O)(=O)N(C)c4ccccc4)cc3)c2C(=O)NC)C1 | 4.1µM* | -17*
COCCNc1nc(N)c([N+](=O)[O-])c(NCC2CCCO2)n1 (centres undefined) | 15% | .
CCN(CC)S(=O)(=O)c1ccc(O)c(C(=O)OCC(=O)NC2CCCC2)c1 | 7% | 16

(next part)
structure | S3 lipid droplet | S3 lipid droplet cell count max
Cc1ccc(-n2c(SCc3ccc(C#N)cc3)nnc2-c2ccccn2)cc1 | ? | .
Cc1ccc(C(=O)O)cc1NC(=S)NC(=O)C(c1ccccc1)c1ccccc1 | 15% | .
Cc1nn(Cc2ccccc2)c2c1C(c1ccccc1)C(C#N)=C(N)O2 (centres undefined) | 6% | 0
COC(=O)c1cccc(C23CC4(C2)[C@H](CN(Cc2ccc(C(F)(F)F)cc2)[C@@H]4c2ccccc2)C3c2ccc(Cl)nc2)c1 (some centres undefined) | 14% | .
COc1cc(-c2cc(C(=O)O)c3c(OC)c(OC)c(OC)cc3n2)ccc1O | -10% | .
Cc1c(NC(=O)c2cc3ccccc3o2)c(=O)n(-c2ccccc2)n1C | ? | .
CCN(CC(O)Cn1c2ccccc2c2ccccc21)S(=O)(=O)c1ccc(F)cc1 (centres undefined) | ? | .
Cc1cccc(OCC(=O)Nc2ccc3c(c2)nc(CCN2CCN(C)CC2)n3C)c1 | 2% | 3
CCC(C)C(NS(=O)(=O)c1ccc(C)cc1)C(=O)N1CCOCCOCCOCC1 (centres undefined) | i | -1
CC(CCc1ccccc1)NC(=O)c1ccco1 (centres undefined) | 2% | 10
Cc1cccc(C)c1NC(=O)Cn1nnc(C(=O)Nc2ccc(F)cc2F)c1N | ? | .
CCOC(=O)c1nn(-c2ccccc2)c(C)c1C(C)=O | i | .

Other records
structure | S3 lipid droplet | S3 lipid droplet cell count max
O=C(N/N=C/C=C/c1ccc([N+](=O)[O-])cc1)C1COc2ccccc2O1 (centres undefined) | 1% | -22
COc1ccc(CC(=O)NNC(=O)COc2ccc(Br)cc2C)cc1OC | 14% | 1
O=C1/C(=C/c2cccc(F)c2)SC(=S)N1NS(=O)(=O)c1ccccc1 | -15% | -1
COc1ccc(Cl)cc1NC(=O)c1nc2nc(C)cc(C(F)F)n2n1 | ? | .
O=C(CCNS(=O)(=O)c1cccs1)N1CCc2ccccc2C1 | ? | .
O=C(Nc1ccc(S(=O)(=O)Nc2ncccn2)cc1)c1cccnc1 | ? | .
O=C(O)/C=C/C(=O)NCCc1ccccc1 | -1% | 11
N#CC1=C(N)C(C#N)(C#N)C(c2cccnc2)C2CCCC=C12 (centres undefined) | -1% | 7
c1ccc(OCc2nn3c(C4CCCCC4)nnc3s2)cc1 | i | -12
C=CCOc1ccc(/C=C/C(=O)OCC(=O)NCCC2=CCCCC2)cc1 | 18% | 0
Cc1nc2cc(NC(=O)NC3CC3)ccc2n1C | -1%[9.22 µM] | -15
CCCNC(=O)c1ccc(C)c(NC(=O)C2=C(C)OCCS2)c1 | i | .

Continued.
structure | S3 lipid droplet | S3 lipid droplet cell count max
Cc1ccsc1/C=N/NC(=O)CNC(=O)c1ccc(S(=O)(=O)N(C)C)cc1 | ? | .
CC(=O)Cn1c2ccccc2n2nc(CCC(=O)O)c(=O)nc12 | ? | .
Cc1ccc(NC(=O)COc2ccc(-n3cnnn3)cc2)cc1C | 13% | 6
Cc1nnc(Nc2ccc(S(N)(=O)=O)cc2)c2ccccc12 | ? | .
O=C(O)COCC(=O)NCc1nc(-c2ccc(C(F)(F)F)cc2)no1 | ? | .
CCOC(=O)C1=C(COC(=O)Cc2ccccc2F)NC(=O)NC1C (centres undefined) | ? | .
CC1CCCC(NC(=O)c2ccc3c(c2)OCCO3)C1C (centres undefined) | 11% | -16
CCNc1nc(NCC)n2c(SCC(=O)Nc3ccc(C)c(C)c3)nnc2n1 | ? | .
COc1ccccc1NC(=O)c1cccc(S(=O)(=O)N2CCN(c3ccccc3)CC2)c1 | 21% | -13
Cc1cccc2cc(C(c3nnnn3CC3CCCO3)N3CCc4ccccc4C3)c(=O)[nH]c12 (centres undefined) | ? | .
COc1ccccc1CNC(=O)Cn1ccsc1=N | -17% | -9
COc1cccc(/C=C2\Oc3ccc(O)cc3C2=O)c1O | -3% | 10
CCOC(=O)C1(Cc2cccc(F)c2)CCN(C(=O)C2CCOCC2)CC1 | -11% | -9
CN(C)[C@@H](CO)c1nnc([C@H](CC(=O)O)NC(=O)C2CCNCC2)o1 | 1% | -18
C=CCN(C(=O)c1oc2c(Cl)cc(C)cc2c1C)C1CCS(=O)(=O)C1 (centres undefined) | 21µM* | 7.3*
